RGS8-Gao: modulates binding of RGS8 to human Galphao | P09471 | multiplexed bead flow cytometry; actives lie on both sides | response (percent of control binding), % at 10 µM | 220,000 tested, 0.34% active | AID 1423; in the data active = response below about 60% or above about 140%; inactive = in between;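 also: Galphao activated as the GDP aluminium fluoride complex binding bead-coupled RGS8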
Target sequence (P09471 whole entry, looked up): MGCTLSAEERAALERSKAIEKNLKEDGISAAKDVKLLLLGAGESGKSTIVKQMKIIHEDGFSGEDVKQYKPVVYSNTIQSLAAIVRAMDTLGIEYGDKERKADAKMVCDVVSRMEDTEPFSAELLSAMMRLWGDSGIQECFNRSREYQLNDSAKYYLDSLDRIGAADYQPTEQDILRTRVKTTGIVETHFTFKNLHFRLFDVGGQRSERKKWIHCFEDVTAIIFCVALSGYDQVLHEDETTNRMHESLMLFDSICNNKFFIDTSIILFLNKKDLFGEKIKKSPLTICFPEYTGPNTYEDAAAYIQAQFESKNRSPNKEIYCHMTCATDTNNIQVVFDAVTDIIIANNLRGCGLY
Rac1 act GTP bind: human Rac1 activated mutant GTP binding change; GST-Rac1 activated beads, fluorescent GTP binding, flow cytometry; actives lie on both sides; 100% means binding = to untreated wells; 190,000 tested, 0.11% active; percent activity (GTP binding), % at 10 µM; P63000;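 active = GTP binding at least 20 percentage points away from the 100% baseline, in either direction, so actives lie on both sides; inconclusive = Compound likely fluorescent itself, or too few beads counted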
HRas wt GTP bind: modulators of GTP binding to human HRas wildtype | GST-Ras wt beads, Bodipy-FL-GTP binding, flow cytometry; actives lie on both sides | 190,000 tested, 0.14% active | GTP binding activity, % at 10 µM;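 active = GTP binding activity at least 20% away from the 100% baseline, either lowered as inhibitor or raised as activator; inconclusive = flagged as likely green fluorescent, judged across all proteins in the well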;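 also: 0% = unlabeled GTP competition control and 100% = no-compound control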
Target sequence (P01112 whole entry, looked up): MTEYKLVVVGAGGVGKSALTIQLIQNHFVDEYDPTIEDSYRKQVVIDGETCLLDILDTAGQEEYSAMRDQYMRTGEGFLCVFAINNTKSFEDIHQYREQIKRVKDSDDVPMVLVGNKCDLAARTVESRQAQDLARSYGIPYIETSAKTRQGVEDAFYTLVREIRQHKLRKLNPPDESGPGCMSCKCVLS
Pf gametocyte: inhibitors of late stage P. falciparum gametocyte viability. AID 743093. P. falciparum stage V gametocytes, ATP luminescence, 24 h. inhibition, % at 10.9 µM. 150,000 tested, 0.065% active;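 active = inhibition above the mean plus 3 SD of compounds within the control limits, set per campaign, cut at about 38% in these data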;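 also: 0% = DMSO wells and 100% = medium only without gametocytes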
Rac1 wt modul: human Rac1 wildtype GTP binding, inhibitors and activators; P63000; 190,000 tested, 0.27% active; GST-Rac1 beads, fluorescent GTP binding, flow cytometry; actives lie on both sides; 0 = cold GTP competed, 100 = untreated; GTP binding activity (% of control), % at 10 µM;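 active = GTP binding activity at least 20 points away from the 100% control level, either lower or higher; inconclusive = compound flagged as likely green fluorescent, judged across all proteins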
Bim-Mcl-1: inhibitors of Bim-Mcl-1 interaction, human; inhibition, % at 10 µM; Q07820; 190,000 tested, 0.1% active; Bead-based flow cytometry, Bim peptide-Mcl-1 binding; in the data active = inhibition above about 40%;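 also: 0% = no compound tracer wells and 100% = peptide blocker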
Target sequence (Q07820 whole entry, looked up): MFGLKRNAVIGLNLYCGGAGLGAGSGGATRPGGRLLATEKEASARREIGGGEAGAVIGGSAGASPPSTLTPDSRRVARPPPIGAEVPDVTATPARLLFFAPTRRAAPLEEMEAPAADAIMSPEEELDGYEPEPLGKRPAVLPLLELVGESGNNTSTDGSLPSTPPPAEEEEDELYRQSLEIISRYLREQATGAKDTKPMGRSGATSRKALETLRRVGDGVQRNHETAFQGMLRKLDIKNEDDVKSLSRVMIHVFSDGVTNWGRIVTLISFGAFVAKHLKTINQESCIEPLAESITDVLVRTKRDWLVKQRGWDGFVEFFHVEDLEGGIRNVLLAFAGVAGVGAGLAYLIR
Cdc42 wt GTP: changes GTP binding to wildtype human Cdc42; P60953; GST-Cdc42 beads, Bodipy-GTP binding, flow cytometry; actives lie on both sides; 190,000 tested, 0.2% active; percent activity (GTP binding), % at 10 µM; AID 761;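 active = percent activity GTP binding at least 20 points away from the 100% baseline, either down as inhibitor or up as activator; inconclusive = compound flagged as likely green fluorescent from well-wide comparison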;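 also: median bead fluorescence of bound Bodipy-FL-GTP at 100 nM; 0% = excess unlabeled GTP control and 100% = no compound control; below 100% means less GTP binding so inhibitor and above means activator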
Mcl1 Bid PPI: Mcl-1/Bid interaction inhibition; AID 1021; 220,000 tested, 0.97% active; inhibition, % at 21.7 µM; TR-FRET Mcl-1/Bid-Dy647 peptide binding, 1536-well; Q07820;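 active = compounds that cut the binding signal by more than half at the single screening dose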;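 also: His-tagged Mcl-1 with europium anti-His antibody binding Bid BH3 peptide; 0% = Mcl-1 plus peptide wells and 100% = peptide-only wells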
Mcl1-Noxa inh: disrupts binding of human Mcl-1 to Noxa peptide | 220,000 tested, 1.5% active | Q07820 | TR-FRET Mcl-1/Noxa peptide binding, 2 h | inhibition, % at 21.7 µM | AID 1022;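 active = compounds that cut the protein-peptide binding signal by more than 50% relative to plate controls in a single-dose test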;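 also: His-tagged Mcl-1 with rhodamine Noxa BH3 peptide and terbium anti-His antibody; 0% = Mcl-1 plus Noxa peptide wells and 100% = peptide-only wells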
Rab2 wt GTP: changes GTP binding to wildtype dog Rab2A, up or down; 190,000 tested, 0.19% active; GTP binding activity, % at 10 µM; GST-Rab2 wt beads, Bodipy-GTP binding, flow cytometry; P61105; AID 760;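 active = GTP binding activity at least 20 points away from 100%, either lowered or raised; inconclusive = signal likely due to the compound's own green fluorescence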;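 also: 0% = beads with excess unlabeled GTP and 100% = no-compound control corrected for plate trend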
Rab7 wt modul: modulators of GTP binding to dog Rab7 wildtype GTPase | GST-Rab7 beads, fluorescent GTP binding, flow cytometry; actives lie on both sides; untreated = 100%, excess cold GTP = 0% | GTP binding activity (percent of control), % at 10 µM | 190,000 tested, 0.055% active;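 active = fluorescent GTP binding to Rab7 beads changed by at least 20 points from the 100% baseline, either direction, mostly lower; inconclusive = compound itself probably fluorescent, or too few beads counted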;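 also: median green fluorescence of bound Bodipy-FL-GTP per Rab7 bead population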
An asterisk follows results filed as active; u = inconclusive; x = no result given.

item	Structure	HRas wt GTP bind	Rab2 wt GTP	Bim-Mcl-1	Rac1 act GTP bind	Rab7 wt modul	Rac1 wt modul	Mcl1 Bid PPI	Mcl1-Noxa inh	Cdc42 wt GTP	Pf gametocyte	RGS8-Gao
1	Cc1ccc(C2(O)CN(c3ccccc3)C3=[N+]2CCS3)cc1 (stereo unspecified)	98	99	-4	98	97	103	22	24	99	x	100
2	COc1ccc(N2C(=S)NC(C)(C)CC2(C)c2ccc(OC(C)=O)cc2OC(C)=O)cc1 (stereo unspecified)	104	105	0	96	107	105	-42	3	104	x	92
3	OCCNCc1cc(Br)ccc1OCc1ccc(Cl)cc1	98	97	0	96	96	97	1	x	98	-4	99
4	COc1ccc(C(=O)Nc2oc(-c3ccccc3)c(-c3ccccc3)c2C#N)cc1OC	99	97	-1	97	98	103	11	7	98	x	101
5	COc1ccccc1NC(=S)N1CCN(Cc2ccc3c(c2)OCO3)CC1	96	96	0	97	99	100	-54	-5	101	-80	101
6	COc1ccc(-c2nnc(NC(=O)c3ccc(F)cc3)o2)cc1	96	96	-2	95	95	101	-38	-60	96	x	128
7	CN(C)c1ccc(S(=O)(=O)c2ccc(Cl)cc2)cc1	103	106	0	102	95	103	-21	4	106	x	99
8	CCCCCn1cnc2sc(CC)cc2c1=O	100	100	-3	102	98	106	-4	-1	104	-15	100
9	CCCCN1C(=S)NC[C@@H]1C(C)CC (stereo partly specified)	98	98	0	95	104	97	-25	19	98	x	97
10	CC(C)(C)NC(=O)c1cccc(NC(=O)CSc2ccccc2)c1	104	102	1	101	99	104	-2	-5	102	x	101
11	CCOC(=O)C1(CCCc2ccccc2)CCN(C(=O)c2cc(C)nc(C)n2)CC1	98	99	0	99	101	101	-22	2	99	1	99
12	Cc1noc(C)c1COC(=O)C1(c2cccc(F)c2)CCCC1	97	96	-1	94	92	94	-8	4	98	5	104
13	O=C1C(Cl)=C(N2CCCCC2)C(=O)N1Cc1ccccc1	99	100	-3	100	101	104	-51	15	99	x	95
14	O=C(CCn1c(=O)c2ccccc2n(Cc2cccnc2)c1=O)NCc1ccc2c(c1)OCO2	101	100	0	100	101	102	-5	9	100	x	99
15	CCOc1ccccc1NC(=O)CSc1ccc([N+](=O)[O-])cc1	97	99	0	95	102	97	-14	-1	97	-10	99
16	CNC(=S)N1CCN(c2ccc(OC)cc2)CC1	102	101	0	97	97	101	-33	6	103	x	101
17	CCCc1nn(C)c(C(=O)Nc2ccccc2)c1Cl	101	103	-1	98	97	102	-11	10	104	x	101
18	CCCC(=O)Oc1ccccc1C1SCc2cc(C)c(C)cc2CS1	101	102	-5	99	96	105	20	-16	102	17	99
19	CC(C(=O)Nc1ccc(O)cc1)c1cccc(C(=O)c2ccccc2)c1 (stereo unspecified)	96	96	0	95	96	98	-49	15	97	x	100
20	CCOC(=O)/C(C#N)=C\c1ccc(O)c(OC)c1	99	100	2	93	104	95	-36	22	97	11	101
21	Cc1cc(N2CCOCC2)c2c(N)cc(C)c(C)c2n1	96	94	0	95	100	98	-8	10	96	x	100
22	CCOC(=O)c1sc2nc(C)n(CC(=O)NCC3CCCO3)c(=O)c2c1C (stereo unspecified)	107	106	0	102	107	104	-17	-2	104	x	100
23	O=C1CCCC2=C1C(c1ccncc1)c1c(nc(SCc3ccccc3Cl)[nH]c1=O)N2 (stereo unspecified)	103	101	0	99	101	104	-26	43	103	-24	97
24	COc1ccc(C2C(C(=O)N3CCCC3)c3cc(OC)c(OC)cc3C(=O)N2C)cc1OC (stereo unspecified)	102	103	-3	106	100	114	-11	11	107	3	106
25	CC(O)CN(Cc1cccc(Cl)c1)CC(C)O (stereo unspecified)	97	96	1	92	98	97	17	24	97	x	100
26	COc1ccccc1NC(=O)c1nn(-c2cccc(C(F)(F)F)c2)ccc1=O	102	102	-2	99	96	103	-23	-4	104	13	99
27	N#CC1=C(N)Oc2ccccc2C12C(=O)Nc1n[nH]c(-c3ccccc3)c12 (stereo unspecified)	100	99	-4	99	97	106	-21	-17	105	5	101
28	COC(=O)c1ccccc1NC(=O)CN(c1ccccc1)S(=O)(=O)N(C)C	101	101	-7	97	99	102	-6	3	101	x	101
29	S=C(Nc1ccc(Br)cc1)NC1CCCC1	105	103	-5	106	102	109	-15	11	106	x	99
30	Cc1c(NC(=O)CN2CCN(c3cccc(Cl)c3)CC2)c(=O)n(-c2ccccc2)n1C	98	103	0	97	100	98	-20	16	94	-23	100
31	CC(C)Cc1nc(N2CCOCC2)c(C#N)c2c1CCC2	102	101	-4	100	102	105	-7	4	104	16	97
32	COC(=O)c1c(C)[nH]c(C)c1-c1ccc(C)cc1	96	97	-2	98	89	98	-86	13	97	x	117
33	CCCCNC(=O)CC(C(=O)N1CCc2ccccc21)n1ccnc1 (stereo unspecified)	101	100	-3	99	99	103	-30	-5	101	12	93
34	O=C(NC1CCCC1)c1cc(-c2cccs2)on1	98	99	-4	96	100	97	-8	-3	98	x	106
35	Cc1csc(Sc2ccc(C(=O)OCC(=O)Nc3ccc(OC(F)(F)F)cc3)cc2[N+](=O)[O-])n1	93	89	-22	93	97	94	-23	14	94	x	105
36	NC(=O)CSc1nc2c(sc3ccccc32)c(=O)n1CCCN1CCOCC1	100	101	-5	100	98	102	-5	-5	101	-21	100
37	Cc1ccc(NC(=O)C2CCCN2C(=O)NC2CCCCC2)cc1C (stereo unspecified)	98	99	-2	95	102	100	-35	-9	99	-7	99
38	Cc1noc(NS(=O)(=O)c2ccc(NC(=O)c3ccc(Br)o3)cc2)c1C	103	103	1	100	99	101	-4	18	104	x	100
39	CCCCCCCCSc1nnc(CSc2nc3nc(C)cc(C)n3n2)o1	96	97	-4	95	99	95	3	14	94	-1	100
40	Cc1ccc(CSc2nc3[nH]ncc3c(=O)[nH]2)cc1	78*	79*	4	88	93	77*	7	-5	76*	-18	96
41	COc1ccc(C2C3=C(CCCC3=O)Nc3nc(C(F)(F)F)nn32)cc1OC (stereo unspecified)	108	108	-1	102	106	105	-16	15	109	x	101
42	CCOC(=O)CNC(c1ccccc1)c1cc(Br)ccc1NC(C)=O (stereo unspecified)	99	98	0	97	97	106	-12	2	102	3	104
43	O=C(O)c1ccc(N2CC3CC(C2)c2cccc(=O)n2C3)c(NC(=S)Nc2ccc(Br)cc2)c1 (stereo unspecified)	100	101	-5	97	104	101	-41	24	103	-5	100
44	CC(=O)c1ccccc1Oc1nc(CN2CCOCC2)nc2scc(-c3cccs3)c12	98	97	0	97	99	98	-29	7	99	x	101
45	CC(C)C(C(=O)Nc1nccs1)N1C(=O)c2ccccc2C1=O (stereo unspecified)	101	98	-3	96	102	100	-28	0	99	15	102
46	Cc1sc2nc(CN(Cc3cccs3)C(=O)NC3CCCCC3)[nH]c(=O)c2c1C	95	96	0	94	95	98	8	5	95	-14	102
47	Fc1cccc2sc(N3CCCCC3)nc12	100	99	-5	100	99	106	-4	-7	101	x	101
48	CN(CC1COc2ccccc2O1)C(=O)c1ccc(N(C)C)cc1 (stereo unspecified)	u	u	1	u	u	u	-36	-2	u	0	105
49	O=C(c1cc2ccccc2o1)N1CCN=C1SCc1cccc(F)c1	102	102	-4	101	99	106	-17	-12	101	x	105
50	CCOC(=O)CC1C(=O)NCCN1C(=O)COc1ccc(Br)cc1C (stereo unspecified)	98	97	0	98	98	98	-13	10	101	x	101
51	O=c1[nH]c(Cc2ccccc2)nc2scc(-c3ccccc3)c12	105	102	0	102	102	112	-14	6	105	1	100
52	Cc1cc(C)n(-c2ccc(C(=O)OCC(=O)Nc3ccc([N+](=O)[O-])cc3)cc2)n1	98	96	-13	96	100	98	17	11	99	x	101
53	COc1ccc(/C=C/C2=NNC(=O)CC2)cc1	97	98	0	97	96	102	-14	-15	97	5	101
54	CCCC[n+]1ccn(C2=C([O-])c3ccccc3C(=O)/C2=N\S(=O)(=O)c2ccccc2)c1	99	100	-3	99	100	99	-12	-6	101	x	100
55	Cc1ccc(OCC(=O)N/N=C\c2cccs2)c([N+](=O)[O-])c1	101	95	-4	97	100	102	-18	2	99	8	105
56	COCCNC(=O)CN1CCC(NC(=O)Nc2ccccc2)CC1	97	95	27	97	94	97	1	-2	97	2	128
57	Cc1ccc(-c2cc3nc(-c4ccccc4)cc(N4CCC5(CC4)OCCO5)n3n2)cc1	100	99	-3	101	91	101	-9	-30	102	26	103
58	O=c1sc2ccccc2c(N2CCN(c3ccccc3)CC2)c1[N+](=O)[O-]	98	98	-1	95	107	98	-11	8	93	10	98
59	Cc1ccnn1CCC(=O)N1CCCC(CCC(=O)NCc2ccccc2F)C1 (stereo unspecified)	96	96	3	97	98	97	-15	-1	99	11	100
60	O=C(Nc1nc2ccc(C(=O)N3CCCCC3)cc2s1)C1CCCCC1	103	104	4	103	105	108	-3	17	105	5	102

Later entries
item	Structure	HRas wt GTP bind	Rab2 wt GTP	Bim-Mcl-1	Rac1 act GTP bind	Rab7 wt modul	Rac1 wt modul	Mcl1 Bid PPI	Mcl1-Noxa inh	Cdc42 wt GTP	Pf gametocyte	RGS8-Gao
61	CC(C)CC(/C(O)=C(\C#N)c1nc2ccccc2[nH]1)N1C(=O)c2ccccc2C1=O (stereo unspecified)	103	102	-1	101	103	109	-44	-52	103	7	107
62	O=C(CSc1cccc2cccnc12)Nc1cccc(S(=O)(=O)N2CCOCC2)c1	95	98	-2	96	102	98	-10	15	96	-20	101
63	Cc1onc(-c2ccccc2Cl)c1C(=O)N1CCOC12CCCCC2	99	98	3	96	102	98	-35	6	94	33	100
64	Clc1ccc(N2CCN(c3nc4nonc4nc3N3CCSCC3)CC2)nc1	95	95	0	96	97	100	-25	10	97	0	104
65	O=C(CSc1ncn(-c2ccccc2)n1)N1CCN(c2ccccc2)CC1	99	99	0	99	99	98	-5	26	101	x	92
66	Clc1ccc(-c2nnc(SCc3cn4ccsc4n3)n2CC2CCCO2)cc1 (stereo unspecified)	101	101	0	100	99	103	-30	-10	102	6	102
67	COCCNCCCCOc1c(Cl)cc(C)cc1Br	97	100	0	98	101	100	6	9	98	16	102
68	COc1ccccc1N1CCN(CC(=O)Nc2c(C)n(C)n(-c3ccccc3)c2=O)CC1	96	97	0	96	97	96	48	15	95	x	100
69	C/C(Cl)=C/Cn1c(NCCN(C)C)nc2c1c(=O)n(C)c(=O)n2C	100	99	-2	100	100	103	-20	0	107	x	100
70	O=C1C2N=NN(CC(=O)N3N=C(c4ccccc4)CC3c3ccc([N+](=O)[O-])cc3)C2C(=O)N1c1ccccc1 (stereo unspecified)	95	95	1	93	98	96	-30	5	94	-26	103

Bioassay records: PubChem, several laboratories
